CHOP inhibitor: inhibitors of CHOP induction in ER stress response | CHO-K1 CHOP-promoter luciferase, tunicamycin-induced, 15-18 h | inhibition, % at 10 µM | AID 2732 | actives 3.8% (n = 220,000);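 active = compounds that reduced the stress-induced luciferase reporter signal by more than about 70% of percent inhibition, limit read from the data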;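 note: 0% = tunicamycin plus vehicle and 100% = wells without tunicamycin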
TRPN1 ag: agonists of zebrafish TRPN1 channel | HEK293 zebrafish TRPN1-YFP, Fluo-8 calcium fluorescence; 100% = response to 87 µM carbachol | activation, % at 3 µM | actives 0.18% (n = 220,000);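 active = activation above its plate's cutoff, the mean activation of test wells on that plate plus 3 SD, cut at about 19% in these data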;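 note: 0% = DMSO alone and 100% = 87 µM carbachol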
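Material: zebrafish TRPN1-YFP in HEK293 cells; Doses: single test compound dose, 3 µM nominal, 0.3% DMSO; Timing: dye loading 1 h at 37 °C, then 30 min room temperature; Technique: intracellular calcium fluorescence with Fluo-8; Benchmarks: high carbachol 87 µM, low DMSO alone.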
14-3-3 Bad inh: disrupts binding of bovine 14-3-3 zeta to phospho-Bad peptide; TR-FRET 14-3-3zeta/Dy647-pBad peptide displacement, 1 h; inhibition, % at 21.7 µM; actives 0.71% (n = 220,000); AID 781;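 active = inhibition above about 70%, limit read from the data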;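 note: 0% = full 14-3-3 plus peptide FRET controls and 100% = background without 14-3-3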
Target sequence (P63103 whole entry, looked up): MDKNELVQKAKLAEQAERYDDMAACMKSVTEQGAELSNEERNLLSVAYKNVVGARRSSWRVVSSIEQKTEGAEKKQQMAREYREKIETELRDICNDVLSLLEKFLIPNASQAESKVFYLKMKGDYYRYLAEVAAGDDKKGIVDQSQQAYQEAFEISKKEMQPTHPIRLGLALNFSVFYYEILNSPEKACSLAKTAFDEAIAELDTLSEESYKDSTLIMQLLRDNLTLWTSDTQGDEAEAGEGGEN
EP2 mod: EP2 receptor (human) modulation. P43116. EP2-expressing cells, cAMP HTRF FRET, PGE2 co-stimulation. induction, % at 25 µM. actives 0.83% (n = 260,000). AID 940;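 active = compounds whose cAMP rise, as percent of the full-agonist control response, exceeds 60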;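 note: rat C6 glioma line stably carrying human EP2 under a CMV promoter; the protocol text gives 20 µM as final concentration; 100% = response of wells given 1 µM PGE2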
Target sequence (P43116 whole entry, looked up): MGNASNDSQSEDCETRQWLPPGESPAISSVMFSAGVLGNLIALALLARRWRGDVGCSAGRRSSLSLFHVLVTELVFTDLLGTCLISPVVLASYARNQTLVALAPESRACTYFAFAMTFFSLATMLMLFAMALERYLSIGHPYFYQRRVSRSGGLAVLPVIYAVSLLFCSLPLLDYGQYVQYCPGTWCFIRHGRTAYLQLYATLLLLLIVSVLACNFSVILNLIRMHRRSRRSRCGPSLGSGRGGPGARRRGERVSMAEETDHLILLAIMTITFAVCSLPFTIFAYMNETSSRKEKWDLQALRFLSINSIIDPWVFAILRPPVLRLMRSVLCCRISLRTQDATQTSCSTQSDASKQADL
PGE2 EP2 inh: inhibitors of human EP2 prostaglandin E2 receptor; P43116; C6 glioma cells expressing human EP2, cAMP TR-FRET; cells stimulated with saturating PGE2; inhibition, % at 25 µM; actives 0.52% (n = 260,000); AID 1422;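 active = percent inhibition above 40 after rounding to a whole number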;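 note: rat C6 glioma host cells with rolipram phosphodiesterase inhibitor present; the protocol text gives 20 µM as final concentration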
PPC-1+TRAIL kill: kills PPC-1 cancer cells in the presence of TRAIL; PPC-1 cells + TRAIL, ATPLite viability luminescence; cell killing (% activity), % at 4 µM; actives 0.41% (n = 220,000); AID 1443;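 active = cell killing above 50% in the first pass at 4 µM, then a duplicate retest at 5 µM averaging 50% or more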;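 note: plate controls were cells with TRAIL plus DMSO for no effect and medium-only wells lacking cells for full effect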
NPY Y1 blocker: antagonists of human neuropeptide Y receptor Y1 | actives 1% (n = 200,000) | HEK293-CNG Y1 cells, membrane potential fluorescence; NPY at EC95, then isoproterenol | AID 1040 | P25929 | inhibition, % at 3.6 µM;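 active = inhibition above the campaign mean inhibition of all tested compounds plus 3 SD, cut at about 20% in these data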;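 note: 0% = DMSO wells given NPY plus isoproterenol and 100% = isoproterenol alone without NPY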
Target sequence (P25929 whole entry, looked up): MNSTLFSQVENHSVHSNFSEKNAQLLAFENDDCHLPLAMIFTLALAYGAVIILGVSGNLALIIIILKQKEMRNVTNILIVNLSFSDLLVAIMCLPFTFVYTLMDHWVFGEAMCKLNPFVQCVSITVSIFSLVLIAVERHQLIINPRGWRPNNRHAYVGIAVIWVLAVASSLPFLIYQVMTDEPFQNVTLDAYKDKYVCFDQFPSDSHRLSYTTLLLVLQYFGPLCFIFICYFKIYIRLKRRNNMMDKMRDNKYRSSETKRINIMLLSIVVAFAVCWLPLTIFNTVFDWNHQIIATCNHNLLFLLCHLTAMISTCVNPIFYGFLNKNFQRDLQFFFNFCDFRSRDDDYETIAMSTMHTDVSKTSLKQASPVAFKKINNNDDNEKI
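Test system: HEK293 cells co-expressing NPY Y1 receptor and cyclic-nucleotide gated channel; Also added: NPY (25 nM), isoproterenol (1 µM), Ro 20-1724 (25 µM); Compound dosing: one concentration, 3.6 µM, in 0.4% DMSO; Timing: dye 3 h, compound 60 min room temperature, stimulation 45 min; Technique: Membrane-potential fluorescent dye readout.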
TRPML3 agonist: human mucolipin-3 channel agonism; activation, % at 3 µM; actives 0.29% (n = 220,000); HEK293 TRPML3-YFP, Fluo-8 calcium fluorescence; 100% = the carbachol control signal;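 active = activation above its plate's cutoff, the mean activation of the plate's test wells plus 3 SD, cut at about 12% in these data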;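 note: 0% = DMSO only wells and 100% = carbachol wells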
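Material: HEK293 cells stably carrying human TRPML3-YFP; compound dosing: single dose, 3 µM final nominal compound, 0.3% DMSO final; incubation: 1-h 37 °C dye load, 5-s basal, 120-s post-compound reads; technique: Fluo-8 intracellular calcium fluorescence, excitation 470-495 nm, emission 515-575 nm; read-out basis: percent activation from peak-to-basal fluorescence ratio, scaled between DMSO and carbachol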
NPY-Y1 PAM-ag: potentiates or activates human NPY-Y1 receptor | P25929 | NPY-Y1 expressing cells, potentiator/agonist activation | activation, % at 3.6 µM | actives 0.37% (n = 220,000); in the data active = activation above about 33%, passing the limit was not always enough;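 note: cells stimulated with NPY at EC10 then isoproterenol at EC100; 0% = low agonist plus stimulus and 100% = saturating agonist plus stimulus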
Numbers without * were called inactive; · = not tested or not shown; & = joins results of further samples; [ ] = remark or other dose. Some of the compounds tested; count on the stated rates, not on these rows.

SMILES	CHOP inhibitor	TRPN1 ag	14-3-3 Bad inh	EP2 mod	PGE2 EP2 inh	PPC-1+TRAIL kill	NPY Y1 blocker	TRPML3 agonist	NPY-Y1 PAM-ag
COc1ccccc1NC(=O)c1ccc(NC(=O)CSc2n[nH]c(N)n2)cc1	17	-0.3	-8[fluorescence artefact?]	15	7	-16	0	-0.2	8
CC(=O)N1CC=CC1(C)C(=O)O (centres undefined)	3	1.0	6[fluorescence artefact?]	26	-2	4	8	0.7	-20
COc1cccc(C2(O)CCN(C(=O)C3CCC3)CC2)c1	19	1.1	-6	22	11	4	-1	0.4	-2
O=C(Nc1cccnc1Cl)c1cccc(F)c1	19	0.6	-9	6	8	-4	-3	0.3	14
Cc1cc(C)n(CCC(=O)Nc2cccc(F)c2)n1	7	1.5	-6	-18	6	14	-2	0.8	-11
CCCCc1n[nH]c(=S)n1Cc1ccc(C)cc1	9	-2.2	-8	27	0	6	-4	0.0	3
C[C@@H]1C[C@H]2[C@@H]3C[C@H](F)C4=CC(=O)C=C[C@]4(C)[C@@]3(F)[C@@H](O)C[C@]2(C)[C@@]1(O)C(=O)CO	23	1.6	-8	-7	13	27	0	0.7	6
COc1ccc(C2C(C#N)=C(N)Oc3cc(O)ccc32)cc1OC (centres undefined)	27	1.7	-6	-7	12	-10	-3	0.6	0
Cc1cccc(OCC(=O)NCCN2CCOCC2)c1	-10	-1.1	0	15	2	17	1	0.6	-1
COc1ccc(-n2ncc3c(=O)n(CC(=O)OCc4ccccc4)cnc32)cc1	24	0.9	-9	11	7	9	6	0.3	-1
CCCCN=C1NN=C(c2ccc3c(c2)OCCO3)CS1	-2	-1.6	-4	-25	5	30	-1	-0.5	20
COc1ccc(CC(=O)Nc2nnc(SCc3ccccc3)s2)cc1S(=O)(=O)N1CCOCC1	46	-0.3	1	-7	35	-7	-3	-0.1	-7
Cc1cc(C)n2nc(SCC(=O)Nc3c(C)nn(-c4ccccc4)c3C)nc2n1	15	1.3	-17	6	8	13	3	0.6	-20
COc1ccc(NC(=O)C2CC(=O)N=C(N)S2)cc1 (centres undefined)	-18	1.9	-6	19	2	-7	4	-0.1	15
COc1ccc(-n2c(=S)[nH]c3cc(C(=O)Nc4cc(OC)c(OC)c(OC)c4)ccc3c2=O)c(OC)c1	-1	0.3	-11	-10	7	11	-5	0.4	-8
COc1ccc(/C=N/NC(=O)c2cccc(Br)c2)cc1COc1ccccn1	16	0.2	2	-33	8	-7	·	-0.1	4
CCC1(C)CC(=O)N(c2ccc(C(=O)O)c(O)c2)C1=O (centres undefined)	3	1.1	59	27	8	-4	-6	0.7	13
Cc1cc(-c2c(C(=O)N3CCOCC3)c(C)nn2-c2cccc(C(F)(F)F)c2)no1	-18	0.7	-3	-16	4	17	·	-0.2	-2
COc1cc(NC(=O)CN2CCN(c3ccccc3)CC2)c(C)cc1[N+](=O)[O-]	-26	-0.2	18	-4	9	1	6	0.1	-11
NS(=O)(=O)c1ccc(NC(=O)COC(=O)CCc2c[nH]c3ccccc23)cc1	4	0.9	-4	-20	11	10	9	0.7	-2
NC(=S)N/N=C/c1ncc(C(F)(F)F)cc1Cl	50	0.0	-6	-35	8	30	·	1.7	15
Cc1cc(/C=C2\C(=N)N3N=C(C(C)C)SC3=NC2=O)c(C)n1Cc1ccccc1	3	9.6	-8	-27	19	14	·	2.8	0
O=C(CSc1nncs1)NC1CCCc2ccccc21 (centres undefined)	-5	0.0	-1	-5	13	27	2	-0.2	17
Cc1cc2cc(C)c(NCCNC(=O)c3cccs3)nc2cc1C	37	-2.4	18	-76	17	8	56*	0.1	-75
CCOC(=O)C1(Cc2ccc(Cl)cc2)CCN(Cc2ccon2)CC1	38	0.6	-11	3	6	-2	10	1.2	-11
Following part.
SMILES	CHOP inhibitor	TRPN1 ag	14-3-3 Bad inh	EP2 mod	PGE2 EP2 inh	PPC-1+TRAIL kill	NPY Y1 blocker	TRPML3 agonist	NPY-Y1 PAM-ag
COc1ccc(S(=O)(=O)N(C)CC(=O)Nc2cccc(C(C)=O)c2)cc1	62	-0.8	5	-22	-5	-3	7	-0.4	-29
O=C(O)CCNS(=O)(=O)c1ccc2ccccc2c1	-4	2.5	-11[fluorescence artefact?]	30	12	13	7	0.3	-43
OC(c1ccccc1)c1nc2ccccc2s1 (centres undefined)	11	-1.2	3	22	6	16	2	-1.1	-4
COC(=O)C1C(C(=O)OC)C1(c1ccccc1)c1ccccc1 (centres undefined)	9	0.0	2	45	10	8	·	0.6	-3
N#CC1=C2SC=C(c3ccc(Br)cc3)N2CCCC1=O	22	0.3	-5	-66	12	13	-6	0.9	2
CCOc1cccc(OCCCCn2ccnc2)c1	42	-2.2	34	19	1	-17	9	0.5	-9
CCOC(=O)c1c(C)[nH]c(C(=O)OCC(=O)N(C)C2CCS(=O)(=O)C2)c1C (centres undefined)	5	-0.2	16[fluorescence artefact?]	6	20	18	4	0.7	-10
O=S(=O)(c1ccccc1)N1CCN=C1SCc1ccc(Cl)c(Cl)c1	72*	-2.1	-6[fluorescence artefact?]	-27	4	3	5	1.0	-3
COc1ccc(NC(=O)c2cc(F)c(F)cc2Cl)cc1Cl	-18	-0.8	-8	-33	12	14	·	-0.4	-2
Cc1ccc(CNC(=O)CC2Nc3c4ccccc4nc(=S)n3C2=O)cc1 (centres undefined)	13	1.9	-4	6	5	12	10	0.5	-29
COc1ccc(N(C(=O)CNC(=O)c2cccs2)C(C(=O)NCC2CCCO2)c2ccc(OC)c(OC)c2)cc1 (centres undefined)	-15	0.2	-7	-41	5	-9	4	0.4	-21
O=C(Nc1ccc(Oc2ccc(NC(=O)Nc3ccccc3Cl)cc2)cc1)Nc1ccccc1Cl	94*	-0.4	4	-22	8	8	·	-0.2	12
COc1ccc(CCNC(=O)C2CCC(CNc3c(N4CCCC4)c(=O)c3=O)CC2)cc1OC (centres undefined)	-6	1.8	-8	20	-1	7	1	0.9	9
COc1ccc(C(NC(=O)/C=C/c2ccco2)c2ccc(OC)c(OC)c2)cc1OC	-10	0.4	-9	15	1	5	-4	0.3	5
CC(=O)c1cccc(NC(=O)Nc2c(C)nn(C)c2C)c1	29	-0.3	1[fluorescence artefact?]	11	1	-14	-4	0.3	-19
c1coc(Cn2nnnc2CN2CCN(C3CCCC3)CC2)c1	22	-1.3	79*	16	·	10	8	0.3	-19
COc1cccc(NC(=O)Cc2c(C(=O)O)[nH]c3ccccc23)c1	10	-0.1	16	23	8	9	5	-0.1	14
C/C(CC1CC(COCC(C)C)OC1=O)=N\Nc1nc(-c2ccccc2)cs1 (centres undefined)	13	-0.8	-5	0	3	29	0	0.5	-1
CCN(CC)S(=O)(=O)c1ccc(Cl)c(NC(=O)COC(=O)/C=C/c2ccc(O)c(OC)c2)c1	18	-0.8	0	32	5	-1	7	0.2	-37
CC1=C(C#N)C(Nc2ccc(C)cn2)(C(F)(F)F)C(=O)N1 (centres undefined)	0	-0.3	5	2	3	-6	1	0.0	20
O=C(NNC(=S)NCc1ccccc1)c1ccccc1OC(F)F	23	-0.6	-14[fluorescence artefact?]	7	7	-6	8	0.3	-6
CC12CC3(C)CC(C)(C1)CC(C(=O)NC(=S)N1CCOCC1)(C2)C3	7	-2.9	-20	-44	2	21	5	-1.3	-7
Cc1ccc(NC(=O)N2CCc3ccccc3C2)cc1	13	2.9	12[fluorescence artefact?]	17	7	32	-2	-0.4	5
OCC1(CC2CCCCO2)CCN(Cc2ccccc2-c2ccco2)CC1 (centres undefined)	16	-1.3	-6	1	-1	16	4	0.3	-3
Cc1ccc2nc(Cc3ccc(N)cc3)[nH]c2c1	-11	0.4	56	-17	12	-8	9	0.0	7
Later entries.
SMILES	CHOP inhibitor	TRPN1 ag	14-3-3 Bad inh	EP2 mod	PGE2 EP2 inh	PPC-1+TRAIL kill	NPY Y1 blocker	TRPML3 agonist	NPY-Y1 PAM-ag
Cn1cc(C(F)(F)F)nc1-c1ccc(OCC(O)CNCCOc2ccc(O)c(C(N)=O)c2)cc1 (centres undefined)	3&42	·	0	10&9	15&13	6	·	·	·
CN(C)CCCn1c(SCC(=O)Nc2sc3c(c2C#N)CCCC3)nnc1-c1ccncc1	0	-0.5	65	-8&-16	5&7	-34	-1	1.2	6
O=C1C2C3C=CC(CC3)C2C(=O)N1/N=C/c1ccc(O)c(O)c1 (centres undefined)	9	-0.5	-7[fluorescence artefact?]	30	2	0	-1	0.6	9
COc1ccc(-c2nc(NC(=O)c3n[nH]c(=O)c4ccccc34)sc2C)cc1	100*	-0.3	1	-19	4	33	-2	0.9	14
COC(=O)CNC(=O)C(CCSC)NC(C)=O (centres undefined)	7	0.4	-2	-24	4	8	-1	1.2	16
CCOC(=O)c1cn2nc(Oc3ccc(OC)cc3)ccc2n1	2	1.6	-2	-88	8	-6	·	-0.4	12
COC(=O)c1sc(NC(=O)/C=C/c2ccc(C)o2)nc1C	39	0.6	-4[fluorescence artefact?]	-3	4	16	2	0.2	-3
CN1C(=O)c2ccc(C(=O)NCc3ccccc3)cc2C1=O	14	-0.6	0	19	3	0	3	0.4	9
CCC1C(=O)N=C(SCC(=O)Nc2ccc(C(=O)OC)cc2)NC1=O (centres undefined)	19	0.8	-15	17	8	4	-7	0.8	3
Cc1ccc(Sc2c(C#N)c(-c3ccccc3)nn2C)cc1	3	0.0	8[fluorescence artefact?]	-11	11	-22	10	0.6	-10
Oc1ccc(Cl)cc1-c1cc(-c2ccccc2Cl)[nH]n1	-27	0.6	-4	-13	5	-4	11	0.9	24
c1ccc(Oc2ccc(-c3ccnc4nc(N5CCOCC5)nn34)cc2)cc1	-7	-3.1	1	58	11	5	2	-0.8	-13
COCCn1c(=S)[nH]c2cc(C(=O)N3CCN(c4ccc(F)cc4)CC3)ccc2c1=O	4	0.6	2[fluorescence artefact?]	13	6	1	11	0.7	-15
COc1cc(NS(=O)(=O)c2ccc(NC(=O)/C=C/c3cccc([N+](=O)[O-])c3)cc2)ncn1	-15	0.1	11	-65	8	26	-1	0.4	-9
NC(=O)CSc1nnc2sc3ccccc3n12	-17	2.2	4[fluorescence artefact?]	6	13	-1	0	-0.4	-2
N#C/C(=C(\O)C(F)(F)F)c1nnc2n1CCCCC2	-9	1.0	-13	16	6	-6	-3	1.1	8
O=C(/C=C/c1ccccc1)OCCCN=C1NS(=O)(=O)c2ccccc21	-8	1.4	4	-17	8	23	2	0.8	-2

Assay outcomes: PubChem, several laboratories
